GLP-1R inv ag = qHTS of GLP-1 Receptor Inverse Agonists (Inhibition Mode). HEK293 GLP-1R CRE-luciferase, luminescence, 24 h; GLP-1R form is constitutively active. hit rate 1.6% among 410,000. Potency, µM (doses to about 38.3 µM), without a hit: at the highest dose activity change, negative = inhibition, most hits filed as inhibitors; note: potency is the fitted concentration of half-maximal effect; % is set by controls: 0 for no effect and ±100 for the full control effect; nearly all actives have a fitted effect of over 55% in size
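Inverse agonists were sought by their lowering of basal cAMP reporter luciferase output in HEK293 cells stably carrying constitutively active human GLP-1R, after 24 h compound treatment.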
GLP-1R agonist = qHTS of GLP-1 Receptor Agonists | Glucagon-like peptide 1 receptor (Homo sapiens), P43220 | HEK293 GLP-1R CRE-luciferase, luminescence, 4-6 h; cells express a hypersensitive GLP-1R form | Potency, µM (highest dose often 45.6 µM), without a hit: top-dose activation, actives largely listed as activators | hit rate 0.007% among 380,000 | AID 624172, 2012; note: potency is the fitted concentration of half-maximal effect; % of control where 0% means no effect
WRN inhibitor = qHTS for Inhibitors of WRN Helicase. Bifunctional 3'-5' exonuclease/ATP-dependent helicase WRN (Homo sapiens), Q14191. WRN helicase unwinding, fluorescent forked duplex, kinetic. Potency, µM (series often up to 114 µM), for inactives: at the top dose activity change, negative = inhibition, usual class: inhibitors. hit rate 0.46% among 360,000. AID 651768, 2012; note: potency is the fitted concentration of half-maximal effect; % is set by controls: 0 for no effect and ±100 for the full control effect; nearly all actives have a fitted effect of over 55% in size
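Primary qHTS, 1536-well format. 20 nM WRN + compound, 15 min RT; start with 100 nM forked fluorophore/quencher duplex, 2 mM ATP (final); kinetic read ex 525/em 598 nm.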
IL2 activator = qHTS of IL-2 Activators; IL-2 activation reporter assay, cell-based qHTS; stimulated with anti-CD3/CD4/CD28 beads; in transgenic mouse T cells; activation, % (series mostly up to about 46 µM); hit rate 0.065% among 360,000; in the data active = activation above about 50%; inconclusive = mostly about 30% to 49%; note: 0% is about no effect
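Unstimulated transgenic mouse T cells preincubated 60 min with compound, then stimulated with anti-CD3/anti-CD4-coated beads plus anti-CD28 for 18 h at 37 degrees C. IL-2 response read as EGFP and DsRed fluorescence by plate cytometry.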
DRD3 agonist = qHTS of D3 Dopamine Receptor Agonist: qHTS; AID 652048, 2013; hit rate 0.58% among 410,000; max activation, %; D3R DiscoveRx beta-arrestin cells, luminescence, 90 min; D(3) dopamine receptor (Homo sapiens), P35462; in the data active = max activation above about 30%; note: 0% is about no effect; mostly tested at two doses, the higher about 12 µM
Target sequence (P35462 whole entry, looked up): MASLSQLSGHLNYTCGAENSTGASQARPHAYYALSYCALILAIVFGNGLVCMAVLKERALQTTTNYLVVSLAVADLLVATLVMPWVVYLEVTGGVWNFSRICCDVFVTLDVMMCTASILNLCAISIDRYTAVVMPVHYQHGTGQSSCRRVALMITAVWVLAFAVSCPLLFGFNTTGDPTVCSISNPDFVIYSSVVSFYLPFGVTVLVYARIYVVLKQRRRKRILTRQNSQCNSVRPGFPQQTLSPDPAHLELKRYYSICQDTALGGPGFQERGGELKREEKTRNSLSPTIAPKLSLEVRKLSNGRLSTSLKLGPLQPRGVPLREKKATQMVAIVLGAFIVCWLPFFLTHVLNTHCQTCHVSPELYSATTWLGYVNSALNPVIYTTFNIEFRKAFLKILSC
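Cells at 1500/well, incubated overnight, then treated with pinned compounds (dopamine as control) for 90 min at 37 degrees C. DiscoveRx reagent added for 30 - 60 minutes at room temperature; luminescence read.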
GLP1R cytotox = qHTS of GLP-1 Receptor Inverse Agonists: Cytotox Screen; HEK293 cAMP-luciferase reporter cells, luminescence, 24 h; hit rate 0.13% among 410,000; Potency, µM (titrated, usually from 38.3 µM), for inactives: top-dose activity change, negative = inhibition, most hits filed as inhibitors;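 note: loss of luciferase light is scored as toxicity; potency is the fitted concentration of half-maximal effect; % is set by controls: 0 for no effect and ±100 for the full control effect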
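Here, cytotoxicity is scored as loss of luminescence. The MLSMR collection was tested on cells seeded in medium containing 10% Nu serum, with a 24 hr compound exposure preceded by 12 hours of culture.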
D3 antag = qHTS of D3 Dopamine Receptor Antagonist: qHTS; D(3) dopamine receptor (Homo sapiens), P35462; D3R cells, DiscoveRx beta-arrestin luminescence, antagonist mode; stronger effect = lower value; max response, negative = inhibition, %; hit rate 2.5% among 360,000; AID 652054, 2013; in the data active = max response below about -50%; inconclusive = no clear call, values can overlap the other calls; note: % is set by controls: 0 for no effect and ±100 for the full control effect; mostly tested at two doses, the higher about 12 µM
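Cells expressing the human receptor were seeded at 1500 cells/well, incubated overnight at 37 degrees C in 5% CO2, then exposed to library compounds with dopamine controls for 90 minutes at 37 degrees C before luminescent detection.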
PI5P4Ka inh = qHTS for Inhibitors of phosphatidylinositol 5-phosphate 4-kinase (PI5P4K) | AID 652105, 2013 | max response, % | hit rate 1.2% among 330,000 | Phosphatidylinositol 5-phosphate 4-kinase type-2 alpha (Homo sapiens), P48426 | PI5P4Kalpha enzyme, ADP-Glo luminescence, 60 min; stronger effect = lower value; active = max response of -50% or lower; inconclusive = between -30% and -50%; inactive = -30% or higher; note: value at the top dose of about 77 µM; % is set by controls: 0 for no effect and ±100 for the full control effect
Target sequence (P48426 whole entry, looked up): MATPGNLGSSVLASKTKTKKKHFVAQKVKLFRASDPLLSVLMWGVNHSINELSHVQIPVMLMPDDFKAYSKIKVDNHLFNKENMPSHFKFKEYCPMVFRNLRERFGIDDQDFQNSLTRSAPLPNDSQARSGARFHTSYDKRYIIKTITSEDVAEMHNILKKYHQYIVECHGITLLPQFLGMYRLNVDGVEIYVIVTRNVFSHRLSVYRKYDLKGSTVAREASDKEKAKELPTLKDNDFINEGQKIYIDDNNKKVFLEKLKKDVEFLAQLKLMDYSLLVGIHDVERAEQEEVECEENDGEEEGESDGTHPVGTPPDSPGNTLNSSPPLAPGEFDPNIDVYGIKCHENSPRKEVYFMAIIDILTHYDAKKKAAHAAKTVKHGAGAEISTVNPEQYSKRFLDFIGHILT
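ADP-Glo luminescence end-point after a 60 min room-temperature kinase reaction. PI5P4Kalpha and substrate in HEPES pH 7.4 buffer with EGTA, 0.1% CHAPS and 5% DMSO; ATP at 5 microM final.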
PLK1 PBD inh = qHTS for Inhibitors of PLK1-PDB (polo-like kinase 1 - polo-box domain): Primary Screen | hit rate 2.8% among 360,000 | Plk1 PBD binding of FITC phosphopeptide, fluorescence polarization | Potency, µM, for the others: max response, negative = inhibition, hits mostly inhibitors | AID 720504, 2013 | Serine/threonine-protein kinase PLK1 (Homo sapiens), P53350; note: potency is the fitted concentration of half-maximal effect; series mostly up to about 57 µM; % is set by controls: 0 for no effect and ±100 for the full control effect; nearly all actives have a fitted effect of over 65% in size
An asterisk follows results filed as active; ? = inconclusive; nt = not tested or not shown; [ ] = another dose, or the depositor's remark. Unless noted, calls come from the whole dose curve; as a rule, active = well fitted curve in the direction sought with a large enough effect; inconclusive = small, poorly fitted or top-dose-only effect, or another doubt; inactive = no such curve, though single readings can be large; an effect the other way counts as inactive or inconclusive.

compound,GLP-1R inv ag,GLP-1R agonist,WRN inhibitor,IL2 activator,DRD3 agonist,GLP1R cytotox,D3 antag,PI5P4Ka inh,PLK1 PBD inh
CC1=C(C(=O)OC2CCCC2)C(c2coc3ccccc3c2=O)C2=C(CC(C)(C)CC2=O)N1 (configuration not stated),2.51µM*,14.8%,6.1%,-0.3,-14.9,-8.3%,4.3,-1.0,-7.3%
O=C(CN1C(=O)/C(=C\c2cccs2)SC1=S)Nc1cccc(C(=O)O)c1,15.2%,-4.6%,-6.8%,-0.5,4.4,3.0%,1.0,-13.0,-27.0%
CC(C)C[C@@H](CN1CCCC1CN1C(=S)NC[C@@H]1Cc1ccc(O)cc1)N1C[C@H](Cc2ccccc2)N(CC2CCCCCC2)C1=S (some centres not stated),?,3.0%,-2.7%,-0.9,22.2,-10.7%,1.4,0.2,-1.1%
O=C(CN1CCCCC1)Nc1ccc(NC(=O)c2ccccc2Cl)cc1Cl,?,17.6%,-15.1%,-0.9,-8.0,?,-8.3,-3.5,-6.3%
O=C(CSc1nc(-c2ccccc2)cc(=O)[nH]1)Nc1ccccc1,20.4%,4.5%,-6.3%[57.1 µM],-0.6,1.2,-4.5%,-7.0,2.2,-6.0%
Cc1cc(C)c(C)c(OCCN2CC(C)OC(C)C2)c1 (configuration not stated),-21.8%,-3.7%,6.2%,-0.2,-25.2,2.8%,?,-0.1,-2.3%
C/C(CC(=O)Nc1ccccc1-c1ccccc1)=N\NC(=O)COc1ccc(C)cc1Br,?,-2.3%,-9.3%,3.8,-3.2,-2.0%,-9.4,-2.7,-3.3%
C/C(=N\NC(=O)c1ccc(C)cc1C)c1ccc(-n2ccnc2)cc1,2.9%,7.5%,-4.6%,1.1,-2.5,-1.9%,2.6,0.3,0.9%
Nc1ncnc2c1ncn2[C@@H]1O[C@H](CNCc2ccc(-n3cccn3)cc2)[C@@H](O)[C@H]1O,8.7%,2.9%,-0.7%,0.5,-23.6,-0.7%,-1.7,8.3,-4.8%
Cc1ccc(OCCC(=O)OCC(=O)N2c3ccccc3CC2C)cc1 (configuration not stated),-1.1%,-10.7%,-5.0%,-0.1,4.1,-0.9%,-7.9,-3.5,-1.9%
O=C(NCCC1=CCCCC1)C(c1ccccc1)c1ccccc1,?,-7.9%,1.7%,0.2,-0.4,-5.6%,-17.1,31.6,-9.5%
COc1cc2[nH]c3ccccc3c2cc1C,-14.3%,4.6%,-0.7%,1.8,-8.6,9.8%,-23.7,-10.6,-9.3%
Cc1ccccc1Cn1cnc2ccccc21,?,7.9%,-2.1%,-0.7,-0.4,13.0%,-17.8,-3.6,-15.3%
CCOc1ccc(C(C(=O)NC2CCCCC2)N(C(=O)Cc2cccs2)c2ccc(-n3cnnn3)c(OC)c2)cc1 (configuration not stated),16.7%,-2.1%,-1.7%,-1.2,-6.2,-9.9%,0.0,5.6,-4.0%
CC(=O)NC12CC3CC(C1)CC(C(=O)N(C)CC(=O)Nc1cccc(F)c1)(C3)C2,4.0%,-2.3%,0.6%,0.4,-3.6,-5.7%,0.0,-3.9,3.5%

2 compounds drawn at random from the list so far:
compound,GLP-1R inv ag,GLP-1R agonist,WRN inhibitor,IL2 activator,DRD3 agonist,GLP1R cytotox,D3 antag,PI5P4Ka inh,PLK1 PBD inh
COc1cc2[nH]c3ccccc3c2cc1C,-14.3%,4.6%,-0.7%,1.8,-8.6,9.8%,-23.7,-10.6,-9.3%
C/C(=N\NC(=O)c1ccc(C)cc1C)c1ccc(-n2ccnc2)cc1,2.9%,7.5%,-4.6%,1.1,-2.5,-1.9%,2.6,0.3,0.9%

Other results.
compound,GLP-1R inv ag,GLP-1R agonist,WRN inhibitor,IL2 activator,DRD3 agonist,GLP1R cytotox,D3 antag,PI5P4Ka inh,PLK1 PBD inh
O=C(CNC(=O)c1ccc(Br)o1)Nc1ccc(N2CCCCCC2)cc1,?,17.3%,-2.1%,-2.1,-17.3,-3.3%,-14.2,-10.7,-5.7%
O=C(O)/C=C\C(=O)Nc1cccc(C(=O)Nc2cccc(O)c2)c1,5.5%,2.1%,-13.8%[57.1 µM],0.3,-7.5,2.7%,-9.8,-3.8,23.8µM*
CC(OC(=O)CCN1C(=O)C2CC=CCC2C1=O)C(=O)Nc1cccc(Cl)c1 (configuration not stated),-25.2%,6.7%,-1.7%,-5.0,-4.6,3.7%,-1.3,-0.9,-2.0%
CC(=O)c1cccc(NC(=O)CN(C2CCCCC2)S(C)(=O)=O)c1,2.1%,0.2%,10.1%,-0.4,-3.5,-22.0%,0.1,-3.2,-4.2%
COc1ccc(S(=O)(=O)NCCC(=O)N2CCCN(C)CC2)cc1,-14.2%,7.0%,-1.1%,0.7,-2.9,-2.1%,7.8,0.1,-4.3%
CC(=O)c1ccc(-c2ccc(C(=O)NCC3CCCO3)o2)cc1 (configuration not stated),25.2%,8.2%,-13.8%,-0.4,0.9,9.7%,-18.2,-7.0,-15.2%
O=S(=O)(c1cccc2nsnc12)N1CCN(c2ccccc2F)CC1,2.1%,3.8%,-30.1%,3.7,-8.0,6.6%,-17.1,-17.4,23.8µM*
Cn1c(SCC(=O)NC2CCCCC2)nnc1-c1ccccn1,3.3%,1.9%,-4.3%,-2.3,2.5,-0.9%,-3.4,8.7,-7.8%
CCc1ccc([C@@H]2C[C@H]3CN(Cc4ccccc4OC)C(=O)[C@]34CCCN24)cc1,12.6µM*,7.7%,-3.3%,0.5,-18.3,-7.1%,1.6,1.5,-1.7%
O=C(NCC1CCCO1)c1ccccc1 (configuration not stated),0.8%,-14.2%,9.3%,1.3,-0.5,0.5%,16.7,nt,-2.0%
CCCS(=O)(=O)NCCc1cc2cc(C)c(C)cc2[nH]c1=O,-4.3%,29.8%,10.1%,-2.8,1.7,11.1%,-4.0,2.5,-11.9%
Cc1ccc(CNC(=O)CCCCn2c(=O)c3ccccc3n(Cc3c(C)cc(C)cc3C)c2=O)cc1,-1.8%,0.2%,nt,nt,5.8,-1.7%,nt,nt,nt
Cc1cccc(Nc2nc(N)nc(CSC(=S)N3CCOCC3)n2)c1,31.2%,?,-26.4%,2.5,2.2,-7.3%,5.8,5.6,-6.3%
Fc1cccc(-c2nn[nH]n2)c1,1.4%,-1.8%,11.8%,-0.3,1.6,-11.0%,1.3,-11.6,-6.0%
COC(=O)c1ccc(N2C(=O)CC(N(C)CCc3ccc(OC)c(OC)c3)C2=O)cc1 (configuration not stated),7.8%,1.7%,2.6%,-0.2,1.6,64.9%[activator],-4.1,2.6,-3.1%
CN(Cc1ccccc1)C(=O)COc1ccc(N(C)S(=O)(=O)c2ccc(F)cc2)cc1,-74.8%,-2.1%,-12.8%,-0.3,-3.9,-1.2%,-2.9,-2.2,-6.4%
CCCN(CCC)C(=O)C1CCCN(S(=O)(=O)c2cc(Br)cc3c2N(C(=O)CC)CC3)C1 (configuration not stated),-1.4%,0.6%,nt,nt,-21.4,16.4%,nt,nt,nt
O=[N+]([O-])c1cccc(-c2nnc3ccccn23)c1,2.1%,-5.0%,-1.9%,-3.0,1.8,-13.3%,6.5,5.1,-4.3%
N#CCc1nn2c3c(cnc2c1C#N)C(=O)CCC3,-0.8%,1.8%,-32.0%,-1.1,2.6,6.5%,5.5,-27.5,-11.1%
O=C(O)c1ccc(-c2ccc(/C=C3\NC(=O)N(Cc4ccc(Cl)cc4)C3=O)o2)cc1,12.2%,3.4%,-9.8%[11.6 µM],1.4,-6.2,32.2%,-5.3,-5.3,?
COc1ccc(Cl)cc1S(=O)(=O)N1CCCc2ccccc21,?,5.4%,-7.9%,-1.3,-4.3,1.8%,-15.8,7.4,-5.8%
CC(NC(=O)c1cc(-c2cccnc2)nc2ccc(Br)cc12)C1CCCO1 (configuration not stated),8.9%,-9.0%,-32.0%,-2.6,-6.6,-7.3%,-2.9,-3.2,-8.7%
COc1cccc(OC)c1NC(=O)C1CCCN1C(=O)Nc1ccccc1Cl (configuration not stated),-0.3%,5.1%,-2.7%,-0.9,-11.0,13.6%,-17.0,-4.1,-21.1%
S=c1[nH]nc(Cc2ccccc2)n1-c1ccc(Cl)cc1,-23.1%,0.3%,-9.6%[57.1 µM],4.3,-3.2,-12.6%,-19.3,-6.8,-24.5%
O=C(O)CC(C(=O)OC1CCCCC1)N1CCOCC1 (configuration not stated),8.2%,1.4%,-7.1%,0.3,-4.1,16.1%,-91.6*,nt,-12.3%
Cc1ccc(S(=O)(=O)N2CCCCC2)cc1NC(=O)CSc1nnc(N)s1,18.4%,1.4%,4.0%,0.7,3.7,1.0%,-0.5,-0.1,-17.0%
Cc1cc(Cn2nc(C(=O)NCc3cccc(C(F)(F)F)c3)cc2-c2ccccc2)on1,?,-2.6%,-11.0%,0.5,-15.0,1.1%,-59.9*,8.0,-5.6%
COc1cccc(C2C3=C(CC(C)(C)CC3=O)OC(N)=C2[N+](=O)[O-])c1 (configuration not stated),-3.0%,3.9%,-3.7%,3.0,-0.3,2.9%,-11.2,8.1,-0.2%
O=C(NCC1CCCO1)C1c2ccccc2C(=O)N1Cc1ccc2c(c1)OCO2 (configuration not stated),23.4%,2.5%,-22.0%[57.1 µM],2.0,0.0,61.5%[activator],0.0,-0.2,-0.1%
CCN(CC)S(=O)(=O)c1ccc(N2CCOCC2)c(NC(=O)c2nn(C)c(=O)c3ccccc23)c1,21.5%,-3.0%,9.6%,1.1,-0.3,-9.1%,61.0,-1.7,-1.0%
